Screens deposited in PubChem BioAssay by several laboratories.
SRC3 inh: inhibitors of human steroid receptor coactivator 3 (SRC3) | actives 0.17% (n = 360,000) | HEK293 GAL4-SRC3 luciferase reporter, luminescence | inhibition, % at 3.6 µM | AID 588352;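 active = inhibition above a per-campaign cutoff, the mean of all compounds plus 3 SD, cut at about 60% in these data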;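 also: 0% = DMSO-treated cells and 100% = gossypol-treated cells at 36 µM; higher means less SRC3-driven luciferase light from the GAL4 reporter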
Shn3 inh set2: inhibitors of Schnurri-3 3'UTR reporter in osteoblasts | AID 588674 | actives 0.52% (n = 360,000) | inhibition, % at 12.5 µM | Clone20 osteoblast Shn3 3'UTR firefly luciferase, 24 h;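 active = mean inhibition of at least 75% with every replicate also reaching 75%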;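 also: 0% = median of neutral control wells and 100% = pilot-screen positive control compound; some compounds past the cut are filed as inactive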
TROY NFkB inh: inhibitors of TROY-dependent NF-kB signaling. Q293 LMP1-TROYcd NF-kB luciferase reporter, 4 h. inhibition, % at 10 µM. AID 1347056. actives 0.98% (n = 360,000);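 active = compounds whose plate-normalised and pattern-corrected inhibition of the luciferase reporter signal at the single screening dose is 50% or more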
KKLEB cytotox: reduces viability of KKLEB cystic fibrosis airway cells; KKLEB CF airway cells viability, ATPlite luminescence, overnight; stronger effect = lower value; cells stimulated with P. aeruginosa culture filtrate; activity change (cytotoxicity), % at 5 µM; actives 0.36% (n = 360,000); AID 602141;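 active = corrected activity change at or below -50% at 5 µM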
TRAIL sens C8: sensitizes caspase-8 expressing cells to TRAIL; NB7+C8 cells + TRAIL, ATPlite viability luminescence; inhibition (viability loss, TRAIL sensitization), % at 10 µM; actives 1% (n = 360,000);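 active = compounds causing at least 50% loss of cell viability in the single-dose screen, relative to plate controls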
CF NFkB inh: cystic fibrosis NF-kB activation inhibition; KKLEB NF-kB-GFP reporter, PAF-induced, GFP fluorescence overnight; inhibition, % at 5 µM; actives 0.86% (n = 360,000); AID 588850;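 active = at least 50% inhibition at 5 µM, scaled per plate between neutral and stimulator controls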;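 also: PAF is a Pseudomonas aeruginosa culture filtrate used as stimulus; plate controls were PAF-stimulated DMSO wells for no effect and unstimulated DMSO wells for full effect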
NR5A2 inv ag: suppresses constitutive activity of human LRH-1 | O00482 | HEK293T StAR-luciferase reporter, LRH-1 transfected, 24 h | inhibition, % at 3.6 µM | actives 0.13% (n = 360,000) | AID 602396;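 active = inhibition above the mean inhibition of all tested compounds plus 3 SD, cut at about 73% in these data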;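 also: 0% = DMSO wells and 100% = reporter-only cells lacking LRH-1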
Target sequence (O00482 whole entry, looked up): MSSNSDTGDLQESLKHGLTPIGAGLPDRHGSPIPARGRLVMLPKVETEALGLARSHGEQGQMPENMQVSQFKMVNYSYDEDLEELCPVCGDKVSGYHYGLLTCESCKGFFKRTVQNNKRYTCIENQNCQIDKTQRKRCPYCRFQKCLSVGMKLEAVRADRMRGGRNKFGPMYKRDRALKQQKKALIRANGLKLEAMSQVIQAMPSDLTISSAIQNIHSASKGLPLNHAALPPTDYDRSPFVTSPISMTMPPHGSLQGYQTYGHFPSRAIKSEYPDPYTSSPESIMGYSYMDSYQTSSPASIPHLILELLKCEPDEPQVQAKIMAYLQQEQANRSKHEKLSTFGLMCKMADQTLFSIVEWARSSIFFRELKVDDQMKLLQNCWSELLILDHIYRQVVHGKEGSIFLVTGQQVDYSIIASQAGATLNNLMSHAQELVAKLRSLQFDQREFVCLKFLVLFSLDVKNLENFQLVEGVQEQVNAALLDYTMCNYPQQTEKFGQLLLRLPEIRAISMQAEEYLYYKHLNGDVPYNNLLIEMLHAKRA
TWEAK Fn14 block: TWEAK-Fn14 signaling inhibition. actives 2% (n = 360,000). TWEAK-stimulated Fn14 reporter cells, luciferase luminescence, 8 h. inhibition, % at 10 µM; in the data active = inhibition above about 50%
SRC1 inh: inhibitors of human steroid receptor coactivator 1 (SRC1). Q15788. AID 588354. inhibition, % at 3.6 µM. HEK293 GAL4-SRC1 luciferase reporter, luminescence. actives 0.12% (n = 360,000);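 active = inhibition above the campaign mean plus 3 SD, with each screening campaign given its own cutoff, cut at about 60% in these data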;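 also: 0% = DMSO treated cells and 100% = gossypol at 36 µM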
NR2F2 inh: inhibitors of human COUP-TFII (NR2F2); P24468; HEK293T NGFI-A luciferase reporter, luminescence; inhibition, % at 8.6 µM; actives 0.7% (n = 370,000);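 active = inhibition above a per-plate cutoff, mean inhibition of test wells between control levels plus 3 SD, cut at about 38% in these data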;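 also: cells cotransfected with COUP-TFII expression vector driving the NGFI-A reporter; 0% = median of COUP-TF2 test wells and 100% = reporter-only cells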
Target sequence (P24468 whole entry, looked up): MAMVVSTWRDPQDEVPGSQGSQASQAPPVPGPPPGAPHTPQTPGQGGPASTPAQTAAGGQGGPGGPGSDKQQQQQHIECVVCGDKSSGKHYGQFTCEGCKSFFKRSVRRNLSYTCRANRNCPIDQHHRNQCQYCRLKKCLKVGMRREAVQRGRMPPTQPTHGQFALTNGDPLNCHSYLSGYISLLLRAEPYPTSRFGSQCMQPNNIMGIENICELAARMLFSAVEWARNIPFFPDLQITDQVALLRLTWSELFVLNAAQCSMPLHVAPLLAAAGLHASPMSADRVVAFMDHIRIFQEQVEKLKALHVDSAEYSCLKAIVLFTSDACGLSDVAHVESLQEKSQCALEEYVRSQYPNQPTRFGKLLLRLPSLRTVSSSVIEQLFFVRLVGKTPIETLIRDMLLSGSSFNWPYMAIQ
EBV LMP1 NFkB: reduces LMP1-driven NF-kappaB luciferase signal; LMP1-induced NF-kappaB luciferase reporter cells, luminescence; inhibition, % at 12.5 µM; actives 0.69% (n = 350,000); in the data active = inhibition above about 41%;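 also: 0% = neutral control wells and 100% = reference inhibitor control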
The depositor's hits bear a star; . = not tested or not shown. These rows are one share of the data; count on the stated rates, not on these rows.

Every second line gives: SRC3 inh	Shn3 inh set2	TROY NFkB inh	KKLEB cytotox	TRAIL sens C8	CF NFkB inh	NR5A2 inv ag	TWEAK Fn14 block	SRC1 inh	NR2F2 inh	EBV LMP1 NFkB
(1) Cc1ccc(-c2nnn(CC(=O)NCCc3ccc4c(c3)OCO4)n2)cc1
  4	-6	-25	-1	-8	-9	-4	-2	-22	-20	-6
(2) Cc1ccc(-c2csc(NNC(=O)c3ccccc3)n2)cc1
  -24	2	-7	1	-5	3	-22	4	-9	-5	7
(3) O=C(COC(=O)c1ccc(Cl)c(S(=O)(=O)N2CCCCCC2)c1)NCc1ccccc1
  15	-4	28	7	-7	-14	-4	5	4	-1	-3
(4) COc1ccccc1N1CCN(C(=S)Nc2ccc(S(=O)(=O)N3CCOCC3)cc2)CC1
  18	33	16	-5	10	0	9	32	-9	30	14
(5) NC(=O)NC(=O)C(Nc1ccc2c(c1)CCC2)c1ccccc1 (stereo not drawn)
  -5	-9	20	4	3	-10	9	33	-11	3	-4
(6) CCC(C)c1ccccc1NC(=O)COC(=O)c1ccc2[nH]c3c(c2c1)CCCC3 (stereo not drawn)
  11	15	56*	-3	12	13	15	98*	3	18	15
(7) COc1ccc(CN2C(=O)C(CC(=O)NCC3CCCCC3)CC(C(=O)N(C)C)=C2C)cc1 (stereo not drawn)
  0	-25	-10	1	3	-10	-14	-14	-9	-6	9
(8) COc1ccc(CCN=C2SCC(=O)N2C)cc1OC
  4	21	0	0	15	-3	-14	-14	5	-36	-3
(9) CC(C)C1=NOC(C(=O)N2CCC(N3CCC(C(=O)N4CCOCC4)CC3)CC2)C1 (stereo not drawn)
  -5	-17	0	-9	25	-5	11	1	6	-11	0
(10) COc1ccccc1CNC(=O)[C@H](C)NC(=O)C1CCN(C(=O)[C@H](CCSC)NC(=O)OC(C)(C)C)CC1
  9	-6	3	-7	-21	33	-26	-16	-17	4	-6
(11) CCCN1CCN(S(=O)(=O)c2ccc(-c3cc(C)no3)s2)CC1
  16	15	18	9	-5	-19	11	-4	-6	-6	-1
(12) CCOC(=O)c1nc(Nc2cc(Cl)ccc2OC)c2ccccc2n1
  -1	-3	6	-1	-1	-6	0	0	-7	10	21
(13) O=C(CC1OC(=O)c2ccccc21)Nc1ccc(Cl)c(S(=O)(=O)N2CCCCC2)c1 (stereo not drawn)
  17	15	22	-10	9	24	2	22	3	28	2
(14) Cc1ccc(Nc2nc(N3CCOCC3)nc(N3CCOCC3)n2)cc1C
  -35	69	-6	-2	3	18	-6	11	-29	9	-44
(15) O=C(NC1CC1)C1=C[C@@H](C2CCCCC2)C[C@@H](OCc2ccc(CO)cc2)O1
  -16	18	8	10	-11	-21	-3	-7	4	11	3
(16) COc1ccc(CC(=O)N/N=C/c2cc(Br)cs2)cc1OC
  -1	11	12	-13	-8	11	-11	67*	19	5	17
(17) CCN(CC(=O)NCc1ccc(F)cc1)C(=O)/C=C/c1ccco1
  -2	1	10	2	-5	-2	4	3	3	-20	-4
(18) COc1ccc(C(=O)C[n+]2ccc(-c3nnc4n3CCCCC4)cc2)cc1
  16	.	-9	-1	-5	13	-1	-14	3	10	15
(19) CCN(c1ccccc1C(=O)O)S(=O)(=O)c1ccc2[nH]c(=O)[nH]c2c1
  4	-15	-4	-2	-3	-1	2	17	-9	-2	7
(20) OC1(c2ccc(F)cc2)CCN(Cc2cccnc2)CC1
  0	-9	14	-7	3	3	-19	4	-4	-4	9
(21) COc1cccc(-c2cnc3c(NC=O)cc(-c4ccc(OC)cc4OC)cn23)c1
  15	21	12	-40	8	63*	28	21	-29	-80	.
(22) COc1ccccc1NC1=NCC(=O)N1Cc1ccccc1
  1	2	-11	6	3	10	2	-14	-4	0	-5
(23) CN(C)CCNC(=O)C1CCCNC1=O (stereo not drawn)
  -4	1	8	-8	-6	-14	14	6	0	-10	-1
(24) C=CCn1c(SCc2ccc(Br)cc2F)nc2cc(C(=O)O)ccc2c1=O
  -8	-1	-16	1	-6	4	-9	-13	-9	2	-2
(25) CCOC(=O)C1CCN(C(=O)c2ccccc2N(C)S(C)(=O)=O)CC1
  -3	-20	-2	1	1	0	-10	-12	-4	-1	-3
(26) CC(=O)c1ccc(-n2c(SCC(=O)c3c[nH]c4ccccc34)nc3ccccc3c2=O)cc1
  16	33	7	5	4	-2	25	32	0	-5	5
(27) COC(=O)c1cc(-c2ccc(OC)c(OC)c2)n[nH]1
  -16	6	.	6	0	0	-11	11	4	-11	1
(28) O=C(Nc1cccnc1)C1=NN(C2CCS(=O)(=O)C2)C(=O)CC1 (stereo not drawn)
  -8	17	8	-4	-13	9	0	-15	6	27	8
(29) Cc1cc(C)c(S(=O)(=O)Cc2ccccc2)c(=O)[nH]1
  19	5	4	-8	-2	6	6	18	-69	-9	3
(30) O=C(NCC(F)(F)F)c1ccc(S(=O)(=O)NCCc2ccc3c(c2)OCCO3)cc1
  -8	-3	-2	19	-17	-8	-10	-9	13	1	1
(31) COc1ccc(C)cc1NC(=O)C(c1ccccc1)N1CCN(CC(=O)N2CCOCC2)CC1 (stereo not drawn)
  -12	-4	3	-9	2	5	-10	-10	-3	-23	-1
(32) O=C(CCS(=O)(=O)c1cccs1)N1CCN(c2ccc(F)cc2)CC1
  -29	-26	-22	8	-17	-1	-26	1	-52	-32	-8
(33) CCc1nc2ccc(C(=O)Nc3cccc(OC)c3)cn2c1N(CC)CCOC
  18	3	-10	4	5	-1	4	0	4	13	.
(34) O=C(Cn1cnc2ccc(Br)cc2c1=O)c1cccs1
  8	-15	-42	-12	16	4	-44	-17	8	.	-5
(35) CN(CCc1ccccn1)C(=O)Nc1ccc(F)cc1
  9	-11	4	6	0	-16	-4	-11	1	11	-5
(36) CCc1nc2c(OCc3ccc(Cl)cc3Cl)cccn2c1N(C)C(=O)c1ccccc1F
  3	12	22	-13	11	3	5	5	2	32	.
(37) c1ccc(Cc2cc[n+](Cc3ccccc3)cc2)cc1
  -4	-1	-9	-4	-5	-7	0	5	0	-4	-1
(38) CC(C)Cn1c(N2CCN(CC(=O)Nc3ccc(Cl)cc3)CC2)nc2ccccc21
  18	15	11	-10	-3	27	4	-22	-6	10	3
(39) CCOP(=O)(OCC)C(Cc1ccccc1)N=C(c1ccccc1)c1ccccc1 (stereo not drawn)
  2	13	11	-9	7	2	17	-1	2	5	.
(40) CC1(C)Cc2cccc(OCC(=O)N3CCN(c4ccccc4F)CC3)c2O1
  0	18	12	-7	-4	10	10	-6	-4	10	-5
(41) CC(Oc1ccc(/C=N/NC(=O)Cc2cccc3ccccc23)cc1)C(=O)O (stereo not drawn)
  26	15	-3	7	-17	1	7	13	-10	-15	9
(42) COc1ccc(Cc2nnc(-c3ccccc3)o2)cc1
  -24	-45	-24	-2	1	-20	-22	-21	-7	-30	-4
(43) Cc1cccc(-c2noc(-c3ccoc3C)n2)c1
  -53	-110	-55	-6	24	0	-33	-28	-44	-10	-21
(44) CCCCCCCc1c(C)nc(N2CCOCC2)[nH]c1=O
  19	5	15	13	-13	1	18	-25	5	1	-1
(45) CCN(C(=O)CSc1nc2ccccc2o1)c1c(N)n(Cc2ccccc2)c(=O)[nH]c1=O
  1	-3	-9	-4	-6	-15	9	-10	3	-4	1
(46) O=C(NCc1cc([N+](=O)[O-])ccc1O)c1cccnc1Sc1ccccc1Cl
  -42	3	-13	-15	12	13	3	-32	-11	6	-11
(47) CN(CC(=O)Nc1c(Cl)cccc1Cl)C(=O)c1ccc(NS(=O)(=O)c2ccc3[nH]c(=O)[nH]c3c2)cc1
  -3	3	-1	17	-4	1	-6	8	-2	7	-7
(48) CCCCCCNS(=O)(=O)c1ccc(Cl)s1
  -2	18	-21	-8	6	13	-2	-4	-28	8	7
(49) Cc1cc(C)n(CC(O)Cn2c3ccc(Cl)cc3c3cc(Cl)ccc32)c(=O)n1 (stereo not drawn)
  -18	2	38	-16	-1	12	3	19	8	4	-17
(50) Cc1cc(C(=O)N2CCN(C/C=C/c3ccccc3)CC2)no1
  3	-6	-11	-1	2	2	0	3	-18	-1	3
(51) CN(C)c1ccc(-c2noc(C3CCN(S(=O)(=O)c4cccc(C(=O)O)c4)CC3)n2)cc1
  -2	-17	-17	12	-8	-12	-16	1	-9	-18	-18
(52) O=C(C1CCN(Cc2ccc(F)cc2)CC1)N(CCO)Cc1ccccc1
  -32	-18	-3	4	4	2	-8	1	-10	-4	11
(53) O=C(COC(=O)c1ccc([N+](=O)[O-])s1)NCCc1ccccc1
  -26	-6	2	8	-2	-18	17	-7	2	.	-8
(54) Cc1c(Br)c(=O)oc2c(C)c(O)ccc12
  5	-2	54*	13	12	-6	-9	46	11	6	3
(55) Cc1ccc(NC(=O)c2cncc(Br)c2)cc1S(=O)(=O)N(C)C
  -48	-39	-34	6	20	-6	-110	-15	-74	-24	-18
(56) OC(CN1CCCCC1)Cn1c2ccccc2c2ccccc21 (stereo not drawn)
  -8	-16	-7	-16	0	23	-13	-2	-8	-5	9
(57) O=C1OCCC1Sc1nnc(-c2ccccc2)o1 (stereo not drawn)
  2	11	-24	-6	9	10	12	-9	-15	6	-3
(58) CC(=O)N1CCc2c(sc(NC(=O)C3COc4ccccc4O3)c2C(N)=O)C1 (stereo not drawn)
  -17	5	-14	2	2	-9	-2	-15	-12	-43	-2
(59) COC(=O)[C@@H]1CC(O)CN1C(=O)C12CC3CC(CC(C3)C1)C2 (stereo partly drawn)
  3	-7	-4	8	-4	-9	26	1	9	26	-8
(60) C=C1C(=O)c2sccc2C(c2ccc(OC)c(OC)c2)C1COC(C)=O (stereo not drawn)
  47	99*	69*	-92*	93*	84*	71	100*	59	89*	79*

(next part)
Every second line gives: SRC3 inh	Shn3 inh set2	TROY NFkB inh	KKLEB cytotox	TRAIL sens C8	CF NFkB inh	NR5A2 inv ag	TWEAK Fn14 block	SRC1 inh	NR2F2 inh	EBV LMP1 NFkB
(61) COC(=O)c1ccc(NC(=O)Nc2ccccc2F)cc1
  -60	-45	-7	-4	37	13	-125	22	-97	-33	-34
(62) COc1c2c(nc3occc13)C(CCC(C)(C)O)(OC)C(O)CC2 (stereo not drawn)
  23	19	-28	-8	1	1	-1	-14	6	8	-14
(63) CCN1CCN(C(=O)/C=C/c2c(F)cccc2Cl)CC1
  4	4	8	0	-1	3	-13	9	-10	-11	-5
(64) CC(C)c1nc(SCC(=O)N2CCCC2)c2c(=O)n(C)c(=O)n(C)c2n1
  6	-2	-2	9	18	21	-7	-1	4	-8	-2
(65) CSc1nc2ccc(NS(=O)(=O)c3ccccc3F)cc2s1
  11	-35	-27	-5	5	2	-5	-17	2	-3	1
(66) N=C1S/C(=C\c2ccc(-c3ccccc3C(=O)O)o2)C(=O)N1c1ccc2c(c1)OCO2
  6	-5	16	-2	7	-3	13	0	-14	0	3
(67) O=C(Cc1cccs1)NNC(=S)NC(=O)c1ccc(F)c(F)c1
  20	-15	-20	6	-1	16	10	3	5	-4	-6

Single values from the results shown:
`COc1c2c(nc3occc13)C(CCC(C)(C)O)(OC)C(O)CC2` (stereo not drawn) @ KKLEB cytotox: -8
`CSc1nc2ccc(NS(=O)(=O)c3ccccc3F)cc2s1` @ TWEAK Fn14 block: -17
